EWS-Fli block – EWS/Fli transcriptional activity inhibition; inhibition, % at 12.6 µM; actives 0.67% (n = 350,000); AID 651661; A673 NR0B1-luciferase reporter, viability-normalised;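 active = mean inhibition of at least 50% after viability correction, with every replicate also passing that limit; inconclusive = mean reaches 50% but only one of two replicates passes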;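 also: firefly luciferase signal divided by Alamar Blue viability fluorescence both relative to DMSO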
FN deposit inh – fibronectin deposition inhibition | inhibition, % at 12.6 µM | actives 0.086% (n = 350,000) | AH1F fibroblasts, Alexa488-fibronectin deposition fluorescence, overnight;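 active = mean inhibition across replicates of 30% or more, regardless of how many single replicates reach that level; inconclusive = mean under 30% yet at least half of replicates reach 30%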;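 also: positive control wells lacked labelled fibronectin entirely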
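test system = AH1F fibroblasts assembling fluorescent fibronectin matrix | quantity = 10000 AH1F cells per well | buffer or medium = DMEM plus 2% serum, read in PBS | doses = single dose, pinned | incubation = 1 h cell attachment, overnight exposure to compound and label | detection = fluorescence at 485 nm excitation, 525 nm emission | read-out basis = inhibition from reduced deposited-fibronectin fluorescence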
DENV2 CPE – inhibitors of DENV2 cytopathic effect | DENV2-infected cells, cytopathic effect rescue, plate reader | actives 1.7% (n = 350,000) | CPE inhibition, % at 9.99 µM | AID 651640; in the data active = CPE inhibition above about 20%, passing the limit was not always enough; inconclusive = no clear call, values can overlap the other calls; tested in BHK-21 cells;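 also: 0% = median of neutral control wells and 100% = median of positive control wells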
PAX8 reporter – lowers PAX8-driven luciferase in RMG-I cells; RMG-I TPO-luciferase reporter, SteadyGlo, 24 h; AID 652154; actives 1.2% (n = 360,000); inhibition, % at 12.6 µM;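 active = mean replicate inhibition at least 60% with every replicate also reaching 60%; inconclusive = only one of the two criteria is met; inactive = mean below 60% and not all replicates reaching 60%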;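 also: luciferase light reporting Pax8 driven TPO promoter activity; plate controls were median of neutral control wells for no effect and mitoxantrone controls for full effect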
CFTR F508del cor – CFTR F508del correction in bronchial cells | activity (quench increase), % at 7.58 µM | CFBE cells, YFP halide quenching; stimulated with forskolin plus potentiator P3; % fluorescence drop versus neutral controls | actives 0.36% (n = 350,000);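 active = mean added fluorescence quench of at least 8% versus neutral control, with both replicates also reaching 8%; inconclusive = only one of the mean or replicate conditions met; inactive = mean below 8% and not both replicates reaching 8%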;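 also: cells transiently co-express mutant CFTR-F508del with the halide-sensitive YFP; corrector assay measuring rescue of mutant channel to the surface after 24 h compound exposure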
GSIS activator – GLuc luminescence reporter in INS-1E cells, primary screen for activators of glucose-dependent secretion of insulin. INS-1E GLuc reporter insulin secretion, 2-3 h. activation, % at 16.6 µM. actives 0.61% (n = 370,000);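 active = lowest replicate activation of at least 40%, so every replicate reaches that level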;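 also: 0% = median of neutral control wells and 100% = median of IBMX positive control wells; some compounds called inactive have numbers as strong as hits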
miR-122 sensor – blocks miR-122 activity in Huh7 sensor cells; Huh7 miR-122 Renilla luciferase sensor, 48 h; neutral wells = 0, positive control = 100; activation (reporter increase), % at 12.5 µM; actives 0.3% (n = 340,000);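 active = mean replicate activation score at least 90 and every replicate individually at or above 90; inconclusive = only one of the two criteria met; inactive = neither criterion met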;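 also: higher luciferase means less miR-122 activity so hits act as miR-122 inhibitors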
* = called active by the depositor; ? = inconclusive; nt = no result given; & = joins results of further samples; ! = not confirmed by another sample; [ ] = remark or other dose.

SMILES | EWS-Fli block | FN deposit inh | DENV2 CPE | PAX8 reporter | CFTR F508del cor | GSIS activator | miR-122 sensor
COc1cccc(CN(C)C[C@@H]2OCc3ccccc3-c3c(n(C)c4ccccc34)C(=O)N([C@@H](C)CO)C[C@H]2C)c1 | 16 | -2&-9 | 49*! | 11&36 | -5.7&2.1 | -35&-18 | -12
Cc1cc(C(=O)OCC(=O)NC(C)c2ccccc2)c(C)o1 (centres undefined) | -3 | nt | -2 | 10 | 0.4 | -11 | 0
O=C1[C@@H]2CSCN2C(=O)CN1Cc1ccc(F)cc1 | -7 | 4 | -2 | 8 | -1.6 | 2 | nt
COc1cc(/C(C)=N/NC(=S)NC(C)C)cc(OC)c1OC | 15 | 5 | 4 | 13 | nt | nt | nt
O=C(COC(=O)CNC(=O)c1ccc(Cl)cc1Cl)NC(=O)NCc1ccccc1 | -2 | nt | 1 | 9 | -0.6 | -5 | -2
CCc1cc(C(=O)N=Nc2c(O)[nH]c3ccc([N+](=O)[O-])cc23)c2ccccc2n1 | 4 | 10 | 0 | 13 | 1.5 | -19 | nt
Cc1cccc(NC(=O)c2cc(S(=O)(=O)N(C)c3ccc(F)cc3)ccc2Cl)n1 | 9 | 13 | -6 | 6 | 1.5 | -9 | nt
COc1ccc(CN(C)C[C@H]2OCCCC[C@@H](C)Oc3ccc(NC(=O)NC(C)C)cc3C(=O)N([C@@H](C)CO)C[C@@H]2C)cc1 | -10 | nt | -6 | 12 | 3.0 | -16 | -7[16.7 µM]
O=C(Nc1cccc(Cl)c1Cl)c1cc(S(=O)(=O)NCCc2ccccc2)ccc1F | -9 | -8 | 7 | 19 | nt | nt | nt
COc1ccc(CNC(=O)c2cccnc2Sc2ccc(Cl)cc2)cc1 | 11 | nt | 3 | nt | -1.1 | 11 | nt
O=C(Nc1cccc(-c2nc3ccccc3s2)c1)C1=COCCO1 | nt | 3 | nt | -65 | nt | 0 | nt
CCc1cccc(CC)c1NC(=S)Nc1ccc2cn[nH]c2c1 | -16 | 5 | -1 | 4 | 3.0 | -33 | -1
CCN(CC)S(=O)(=O)c1cc(NC(=O)CSc2nnc(N)s2)ccc1C | 15 | -2 | 1 | 2 | -2.6 | nt | nt
COc1ccc(C(=O)Nc2cnc(NC(=O)c3cccs3)cc2C)cc1 | -68 | -3 | 12 | -57 | -1.2 | -14 | 0
Cc1ccc(NC(=O)C2(NC(=O)c3ccccn3)CCCCC2)cc1Br | nt | 2 | nt | 7 | nt | -4 | 0
Cc1ccccc1CN1C(=O)Nc2ccccc2C(=O)N1C(C)(C)C | nt | 6 | nt | -1 | nt | nt | -9
Cc1cccc(C)c1NC(=O)C1(C)CCC(=O)N1C1CC1 (centres undefined) | -10 | 8 | ? | -12 | 0.1 | 11 | 4
O=C(C[C@@H]1C[C@H]2c3cc(NS(=O)(=O)c4ccc(F)cc4)ccc3O[C@H]2[C@H](CO)O1)NC1CCCC1 | 3 | -7 | -6 | 8 | 0.0 | 5 | 3[16.7 µM]
CC(C)CNC(=O)NC1(C(F)(F)F)Oc2ccccc2O1 | 34 | -6 | 0 | 18 | -0.8 | -14 | -7
Cc1ccc(-c2ccc3c(c2)O[C@H](CN(C)Cc2cncnc2)[C@@H](C)CN([C@@H](C)CO)S3(=O)=O)cc1 | 12 | nt | -2 | 17 | -1.5 | 9 | -30[16.7 µM]
CC(C)NC(=O)N(C)C[C@H]1Oc2c(NS(=O)(=O)c3ccc(F)cc3)cccc2C(=O)N([C@H](C)CO)C[C@@H]1C | -6&-10 | -5&2 | ? | -12&11 | 1.1&0.9 | 3 | 14[16.7 µM]
COc1cccc(C(=O)Nc2ccc3c(c2)OC[C@H](C)N(C(=O)C2CCCC2)C[C@@H](C)[C@H](OC)CN(C)C3=O)c1 | 8 | 3 | -3 | 4 | -0.8 | -20 | 9[16.7 µM]
CNC[C@@H]1Oc2cc(C#Cc3cccc(OC)c3)ccc2S(=O)(=O)N([C@H](C)CO)C[C@H]1C | 6 | nt | -8 | nt | -0.8 | 4 | -13[16.7 µM]
COc1ccc(Cc2nc3ccc(C(=O)NCC(C)(C)OC)cc3o2)cc1 | -82 | 4 | -3 | -249 | -2.4 | -12 | -6
CCOC(=O)C1=CCN(S(=O)(=O)c2ccc(F)cc2)C1c1ccc(C)cc1 (centres undefined) | 5 | 0 | 3 | 5 | 2.9 | 1 | -6
Cc1noc(C)c1NC(=O)Nc1ccc2c(c1)C(=O)N([C@H](C)CO)C[C@@H](C)[C@@H](CN(C)S(=O)(=O)c1ccc(F)cc1)OCCCC[C@H](C)O2 | -17 | nt | ? | 2 | -1.9 | -6 | 0[16.7 µM]
O=C(c1ccc(S(=O)(=O)Nc2ccccc2F)cc1)N1CCC1 | 5 | 0 | -2 | -11 | 4.8 | 7 | 5
COc1ccccc1NC(=O)CN(C)S(=O)(=O)c1ccc2c(c1)CCC(=O)N2 | 5 | 0 | -9 | 14 | -3.0 | 8 | -5
COCC(=O)Nc1ccc2c(c1)[C@@H]1C[C@@H](CC(=O)OC)O[C@H](CO)[C@@H]1O2 | -3 | -11 | 19 | -8 | 1.8 | -1 | 0[16.7 µM]
O=S(=O)(c1ccc(NCCOCCO)nc1)N1CCCCC1 | 0 | 5 | -3 | -3 | -3.9 | 10 | nt

(cont.)
smiles,EWS-Fli block,FN deposit inh,DENV2 CPE,PAX8 reporter,CFTR F508del cor,GSIS activator,miR-122 sensor
O=C(COC(=O)CCc1nc2ccccc2s1)Nc1nc(-c2ccccc2)cs1,-33,0,-4,-65,-3.0,-2,nt
CN1CCN(NC(=O)c2cn(-c3ccccc3)nc2-c2cccc(Br)c2)CC1,10,-4,1,4,-1.6,-11,-11
CCN(CC(=O)Nc1ccc(NC(C)=O)cc1)C(=O)CCCc1c[nH]c2ccccc12,-5,3,3,5,-0.5,-20,nt
COc1ccc(S(=O)(=O)N(C)C[C@@H]2Oc3ccc(NC(=O)C4CCCCC4)cc3C(=O)N([C@@H](C)CO)C[C@H]2C)cc1,-2,5,-3,nt,-2.7,-7,5[16.7 µM]
Cc1ccc(OCC(=O)Nc2ccc3oc(=O)ccc3c2)cc1C,-7,-8,6,-4,1.8,12,-4
CC1CCCCC1NC(=O)c1cc(S(=O)(=O)N2CCCCC2)ccc1N1CCOCC1 (centres undefined),4,2,4,-16,0.8,-22,nt
C[C@H](CO)N1C[C@H](C)[C@H](CN(C)C(=O)Nc2ccc3c(c2)OCO3)Oc2ccc(NS(=O)(=O)c3ccc(Cl)cc3)cc2C1=O,-4,nt,7,nt,-0.4,-18,-11[16.7 µM]
COc1ccc(C2CC(c3ccc(Cl)cc3)n3nc(N)nc3N2)cc1 (centres undefined),-3,-16,16,7,-4.3,3,0
CC(C)C(Nc1ccc(C(F)(F)F)cc1[N+](=O)[O-])C(=O)O (centres undefined),9,5,3,-8,-1.4,-8,-4
OCC(O)CN(c1ccccc1)c1ccccc1 (centres undefined),-1,-3,6,-7,0.1,-8,-6
CCNC(=O)C1CCCN(C(=O)c2cc(OC)c(OC)c(OC)c2)CC1 (centres undefined),6,1,2,-5,0.5,-5,-2
Cc1ccc(O)c(NC(=O)c2cc(-c3ccccc3)on2)c1,-46,-4,-7,-169,2.5,3,-13

Sorted by value in miR-122 sensor (descending): four of the compounds above
compound | miR-122 sensor
CCNC(=O)C1CCCN(C(=O)c2cc(OC)c(OC)c(OC)c2)CC1 (centres undefined) | -2
CC(C)C(Nc1ccc(C(F)(F)F)cc1[N+](=O)[O-])C(=O)O (centres undefined) | -4
OCC(O)CN(c1ccccc1)c1ccccc1 (centres undefined) | -6
Cc1ccc(O)c(NC(=O)c2cc(-c3ccccc3)on2)c1 | -13

Back to the main list; the two compounds before the break are reprinted first.
smiles,EWS-Fli block,FN deposit inh,DENV2 CPE,PAX8 reporter,CFTR F508del cor,GSIS activator,miR-122 sensor
CCNC(=O)C1CCCN(C(=O)c2cc(OC)c(OC)c(OC)c2)CC1 (centres undefined),6,1,2,-5,0.5,-5,-2
Cc1ccc(O)c(NC(=O)c2cc(-c3ccccc3)on2)c1,-46,-4,-7,-169,2.5,3,-13
O=S(=O)(NCCc1ccncc1)c1ccc(F)cc1,6,2,13,-9,1.2,10,nt
O=C(c1cc(F)c(F)cc1Cl)N1CCCc2ccccc21,7,-3,?,26,-0.3,-4,-2
O=C(NN=Cc1c(O)ccc2ccccc12)c1ccncc1,23,20,-4,95*,6.1,nt,9
CC1(C(=O)N/N=C/c2cc3c(cc2Br)OCO3)CC1(Br)Br (centres undefined),8,2,11,nt,1.3,nt,2
C[C@@H]1CN([C@H](C)CO)S(=O)(=O)c2ccc(C#CC3CCCC3)cc2O[C@@H]1CN(C)CC1CC1,24,nt,3,nt,-0.3,-8,17[16.7 µM]
CC1C(=O)Nc2ccccc2N1C(=O)c1ccc(Cl)c(Cl)c1 (centres undefined),14,2,-5,-2,-2.2,-36,-9
CN(CC(=O)Nc1ccc(Cl)cc1)CC(=O)Nc1cc(Cl)ccc1C#N,8,nt,0,nt,-2.4,-8,10
COc1ccc(C(=O)N2C[C@@H]3[C@H](c4ccccc42)[C@@H](CO)N3Cc2ccc(Cl)cc2)cc1,5,nt,8,19,0.1,-20,7[16.7 µM]
C[C@@H]1CN([C@H](C)CO)C(=O)c2cc(NS(=O)(=O)c3ccc(Cl)cc3)ccc2O[C@@H]1CN(C)C(=O)Nc1ccc2c(c1)OCO2,-5,nt,-6,nt,-2.0,8,7[16.7 µM]
CC(C)(C)C(=O)c1sc2nc(-c3cccs3)cc(C(F)(F)F)c2c1N,nt,-12,nt,-3,nt,nt,-7
COC(=O)CN1C(=S)N(c2ccc(OC)cc2)C(=O)/C1=C/c1ccc(OC)cc1,5,5,6,-1,nt,-12,nt
CC(OC(=O)CCN=C1NS(=O)(=O)c2ccccc21)C(=O)NC1CCCCC1C (centres undefined),3,5,-6,5,2.9,2,nt
Cc1noc(C)c1COc1ccc(C(=O)N2CCN(c3cccc(Cl)c3)CC2)cc1,4,6,-2,-2,2.6,-16,-11
COC(=O)CNC(=O)CSc1nnc(C)c(=O)[nH]1,nt,4,nt,12,nt,7,8
Cc1ccc(/C=N/n2cnc3sc(C)c(C)c3c2=O)o1,-55,-2,nt,-25,0.5,4,nt
COC(=O)c1ccccc1NC(=O)C1CCCC1,nt,2,nt,-2,nt,nt,-11
Cc1ccccc1S(=O)(=O)Cc1ccc(C(=O)NCCc2ccccc2)o1,nt,1,0,-22,0.1,-10,nt

From PubChem
